FXN GAA850 act = increases GAA850 frataxin promoter reporter activity; HEK293 lucGAA850 FXN promoter luciferase reporter, 24 h; percent of 10 µM SAHA response; activation, % at 6 µM; 0.56% of 360,000 active;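 active means activation above the average of all compounds screened plus 3 SD, cutoff fixed separately per campaign, cut at about 7.5% in these data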;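 further: 0% = DMSO wells and 100% = 10 µM SAHA wells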
hgDAF12 agonist = hgDAF-12 agonism, primary luciferase screen. HEK293 GAL4-hgDAF12 UAS-luciferase reporter, agonist luminescence; normalized to butyrate control. activation, % at 6.8 µM. 1.8% of 370,000 active;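 active means activation above a cutoff set at the mean of all screened compounds plus 3 SD, cut at about 10% in these data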;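 further: 0% = DMSO wells and 100% = sodium butyrate wells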
sPLA2-III inh = Inhibits HGIII-sPLA2 liposome hydrolysis, primary screen; Q9NZ20; 0.56% of 370,000 active; inhibition, % at 12.2 µM; QFRET BODIPY PC-A2 liposome hydrolysis, fluorescence;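 active means inhibition above mean plus 3 SD of compounds lying within the high and low control bounds, cut at about 19% in these data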;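 further: 0% = median of test compound wells and 100% = no enzyme DMSO wells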
Target sequence (Q9NZ20 whole entry, looked up): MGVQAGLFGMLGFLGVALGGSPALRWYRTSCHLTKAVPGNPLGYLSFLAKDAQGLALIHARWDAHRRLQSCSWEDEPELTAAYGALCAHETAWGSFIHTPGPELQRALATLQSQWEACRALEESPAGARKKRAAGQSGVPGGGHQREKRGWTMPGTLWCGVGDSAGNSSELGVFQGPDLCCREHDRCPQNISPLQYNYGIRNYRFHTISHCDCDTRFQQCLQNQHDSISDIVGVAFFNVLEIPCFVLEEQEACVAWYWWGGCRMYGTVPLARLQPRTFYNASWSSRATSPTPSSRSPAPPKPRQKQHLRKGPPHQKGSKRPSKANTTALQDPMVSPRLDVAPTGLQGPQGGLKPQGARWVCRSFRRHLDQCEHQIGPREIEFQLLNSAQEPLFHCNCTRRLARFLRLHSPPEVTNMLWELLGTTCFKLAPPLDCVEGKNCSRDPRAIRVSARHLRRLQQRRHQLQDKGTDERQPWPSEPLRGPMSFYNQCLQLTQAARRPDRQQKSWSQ
SMARCA2 activ = SMARCA2 function activation, primary screen | MG213 cells, MMTV-luciferase reporter, dexamethasone, overnight | activation, % at 9.1 µM | 1% of 370,000 active; in the data active means activation above about 7.8%;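 further: 0% = vehicle wells and 100% = reference activator wells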
proKLK7 act = activators of human kallikrein-7 zymogen | P49862 | purified proKLK7, EDANS-DABCYL substrate fluorescence; 100% is mature enzyme control, 0% vehicle | activation, % at 7 µM | 0.9% of 370,000 active;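 active means activation above the mean of all tested compounds plus 3 SD, computed per campaign excluding outliers beyond control limits, cut at about 13% in these data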
Target sequence (P49862 whole entry, looked up): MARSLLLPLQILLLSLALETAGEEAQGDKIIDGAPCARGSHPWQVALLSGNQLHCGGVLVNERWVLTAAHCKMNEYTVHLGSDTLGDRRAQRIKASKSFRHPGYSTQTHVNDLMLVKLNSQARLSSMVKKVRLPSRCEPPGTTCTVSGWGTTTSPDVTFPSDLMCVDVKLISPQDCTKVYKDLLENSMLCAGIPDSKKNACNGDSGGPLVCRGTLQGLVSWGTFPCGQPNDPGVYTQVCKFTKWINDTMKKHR
DAX1 inh-1 = inhibitors of DAX1 repression of SF-1 activated StAR promoter | 1.1% of 370,000 active | inhibition, % at 6.8 µM | AID 652010 | HEK293T StAR-luciferase reporter, SF-1/DAX-1 repression relief;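 active means inhibition above the mean over all tested compounds plus 3 SD, cut at about 3.6% in these data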;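 further: 0% = DAX-1 cells with DMSO and 100% = cells lacking DAX-1 with DMSO; higher inhibition means more luminescence from relief of DAX-1 repression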
DAX1 inh-2 = inhibitors of human orphan nuclear receptor DAX1 (NR0B1); P51843; HEK293 Gal4-DAX1 luciferase reporter, luminescence; inhibition, % at 6.75 µM; 0.99% of 340,000 active; AID 504766;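 active means inhibition above the mean over all tested compounds plus 3 SD, cut at about 4.2% in these data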;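 further: 0% = DAX1-transfected cells with DMSO and 100% = empty-vector control cells with DMSO; inhibition shows as a rise in luminescence from relieved DAX1 repression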
Target sequence (P51843 207-470 limits assumed): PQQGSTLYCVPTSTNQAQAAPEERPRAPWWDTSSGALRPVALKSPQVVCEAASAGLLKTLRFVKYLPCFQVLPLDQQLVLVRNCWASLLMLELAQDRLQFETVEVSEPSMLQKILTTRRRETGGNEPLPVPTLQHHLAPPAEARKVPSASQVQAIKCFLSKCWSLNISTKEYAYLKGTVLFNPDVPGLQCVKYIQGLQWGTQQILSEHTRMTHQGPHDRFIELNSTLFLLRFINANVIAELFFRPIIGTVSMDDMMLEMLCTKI
GC-B act = GC-B (human) receptor activation. P20594. HEK293-GC-B cells, CNP EC30, cGMP TR-FRET; 0% at EC30 CNP, 100% saturating CNP. activation, % at 10 µM. 0.11% of 370,000 active;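 active means activation at 10 µM reaching about 35% in either raw or pattern-adjusted values, limit read from the data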
ssDAF-12 act = activators of S. stercoralis DAF-12 nuclear receptor | AID 652126 | activation, % at 6.8 µM | HEK293 ssDAF-12/GRIP1 lit1-tk-luc reporter, luminescence; % of 3 µM dafachronic acid response | 1% of 370,000 active;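 active means activation above the mean over all tested compounds plus 3 SD, cut at about 0.9% in these data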;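 further: 0% = DMSO-only wells and 100% = 3 µM delta7-dafachronic acid wells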
NPR1 activator = GC-A (human) enzyme activation | activation, % at 10 µM | HEK293 GC-A cells, cGMP TR-FRET, EC30 ANP; 0% at EC30 ANP, 100% saturating ANP | AID 1671463 | P16066 | 0.14% of 370,000 active; in the data active means activation above about 40%
hcDAF12 agonist = activators of H. contortus DAF-12 nuclear receptor. activation, % at 6.8 µM. HEK293 hcDAF-12 lit1-tk-luc reporter, luminescence; 0% DMSO, 100% Δ7-dafachronic acid. 1.4% of 370,000 active;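 active means activation above the mean of all tested compounds plus 3 SD, cut at about 5.5% in these data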;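 further: 100% = response to 3 µM Δ7-dafachronic acid high control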
An asterisk follows results filed as active; / = not tested or not shown.

[1] COc1cc2oc(=O)cc(-c3ccc(-c4ccc(O)cc4)cc3)c2c(OC)c1OC
[2] COC(=O)c1c(CSc2ccc(C)c(C)c2)noc1C(=O)NCc1ccc(OC)cc1
[3] O=C(COC(=O)c1ccc(Cl)c(S(=O)(=O)NCc2ccccc2)c1)NC1CC1
[4] CC(=O)C1=C(C)NC(SCC(N)=O)=C(C#N)C1CC(C)C (stereo not given)
[5] O=C(NCc1ccccc1)c1cc(C2COCCN2C(=O)OCCF)on1 (stereo not given)
[6] CCCCNC(=O)C1CC(=O)N(C2CCCC2)C1 (stereo not given)
[7] Cc1cc(=O)c2ccccc2n1Cc1ccccc1
[8] COc1ccc(C(=O)NCCCNC(=O)c2cccnc2)cc1Br
assay / entry	1	2	3	4	5	6	7	8
FXN GAA850 act	-1.5	-2.0	0.9	0.7	-2.0	-0.1	-0.2	1.9
hgDAF12 agonist	2.0	-1.9	-1.0	-2.8	0.2	-0.1	-4.9	-6.5
sPLA2-III inh	-34	-49	-8	2	1	0	-2	-9
SMARCA2 activ	-4	-1	5	1	4	-1	-5	-2
proKLK7 act	-3.3	0.6	0.6	0.6	-0.1	0.1	0.2	4.6
DAX1 inh-1	-1.1	-0.6	1.1	-0.2	-0.6	-0.6	-1.9	-10.0
DAX1 inh-2	-2.2	0.9	0.6	0.0	/	-0.1	-0.8	-0.6
GC-B act	-2	3	1	14	1	5	-1	-3
ssDAF-12 act	-1.7	-1.8	-0.9	-1.3	-1.4	-1.1	-2.2	-1.8
NPR1 activator	1	5	1	20	0	0	6	-3
hcDAF12 agonist	-0.9	-1.2	0.7	1.0	1.8	-1.4	-2.7	-1.4

[9] O=C(COc1ccc(Cl)cc1Cl)NCCCNC(=O)c1cnccn1
[10] Cc1onc(-c2ccccc2)c1C(=O)NC(C)c1ccc2c(c1)OCO2 (stereo not given)
[11] Cc1ccc(S(=O)(=O)NC(=O)C2(C)CCN2C(=O)C2(c3ccc(Cl)cc3)CCC2)cc1 (stereo not given)
[12] O=C(CNC(=O)N1CC(=O)Nc2ccccc21)NCc1cccc(Cl)c1
[13] Cc1cccc(Nc2nc(N)nc(CN3CCC(C)CC3)n2)c1C
[14] COc1cccc(OCc2cc(C(=O)NCCc3cccc(C)n3)no2)c1
[15] Cc1ccccc1NC(=O)Cc1nc(COC(=O)c2ccc(Cl)nc2)cs1
[16] O=C1CC(N(CCc2ccccc2)C(=S)Nc2ccccc2)C(=O)N1c1ccccc1 (stereo not given)
assay / entry	9	10	11	12	13	14	15	16
FXN GAA850 act	7.8*	-0.3	2.5	-0.2	0.7	0.6	1.6	-2.1
hgDAF12 agonist	2.8	2.4	-2.6	-2.1	-0.6	-0.7	-0.1	-0.4
sPLA2-III inh	-4	6	-12	1	-2	-2	-20	-23
SMARCA2 activ	3	-1	-4	-3	0	-1	-3	-5
proKLK7 act	0.2	-0.5	0.0	-0.3	-0.1	-0.1	0.2	0.1
DAX1 inh-1	-0.2	-2.8	-1.6	2.9	0.7	-0.3	2.0	0.9
DAX1 inh-2	-0.5	-0.4	/	0.5	1.6	0.2	2.5	-0.6
GC-B act	0	-2	-5	5	-2	0	2	-10
ssDAF-12 act	-0.8	-0.9	-0.9	-1.3	-1.7	-0.7	-1.1	-1.2
NPR1 activator	-2	-2	-1	-8	5	1	-3	-6
hcDAF12 agonist	0.0	-2.1	-2.2	-1.3	0.1	-1.3	1.5	1.7

[17] COc1ccc(CN2CCC(=O)N([C@H](CO)c3ccccc3)CC2)cc1OC
[18] O=C(CCc1ccccc1)Nc1ccccc1C(F)(F)F
[19] CCc1cc2c(=O)n(-c3ccc(C)cc3)cnc2s1
[20] COc1cccc(C(=O)N/N=c2/oc3ccccc3cc2C(N)=O)c1
[21] O=C(NC(=S)NCc1ccc(F)cc1)c1ccccc1
[22] C/C(=N\NC(=O)c1nn(C)cc1Br)c1cccc(NC(=O)c2ccncc2)c1
[23] Cc1ccccc1NC(=O)Cc1nc(COC(=O)CCc2ccccc2)cs1
[24] Cc1ccc(NC(=O)CSc2nc3ncc(Br)cc3[nH]2)cc1C
assay / entry	17	18	19	20	21	22	23	24
FXN GAA850 act	0.4	2.5	1.9	-1.9	3.4	6.7	1.6	1.1
hgDAF12 agonist	0.4	5.8	7.2	0.6	-1.6	18*	2.8	0.7
sPLA2-III inh	2	2	-2	3	9	6	-47	-2
SMARCA2 activ	1	-1	6	5	-6	7	2	-2
proKLK7 act	-0.3	-1.1	0.1	-0.8	-0.7	0.1	0.5	0.1
DAX1 inh-1	-0.5	0.3	1.6	-0.2	-0.8	1.7	-0.8	-1.1
DAX1 inh-2	0.7	3.6	1.3	-0.1	-1.2	3.1	1.1	-0.1
GC-B act	-12	0	-3	-11	-1	1	-3	-7
ssDAF-12 act	-1.2	-1.7	-0.5	-1.1	-1.3	0.2	-0.9	-0.3
NPR1 activator	0	1	-8	-3	6	4	0	-7
hcDAF12 agonist	-0.8	-1.5	3.1	0.8	-1.1	4.7	0.7	-0.1

Laid out differently: results already given
item | molecule | FXN GAA850 act | hgDAF12 agonist | sPLA2-III inh | SMARCA2 activ | proKLK7 act | DAX1 inh-1 | DAX1 inh-2 | GC-B act | ssDAF-12 act | NPR1 activator | hcDAF12 agonist
20 | COc1cccc(C(=O)N/N=c2/oc3ccccc3cc2C(N)=O)c1 | -1.9 | 0.6 | 3 | 5 | -0.8 | -0.2 | -0.1 | -11 | -1.1 | -3 | 0.8
3 | O=C(COC(=O)c1ccc(Cl)c(S(=O)(=O)NCc2ccccc2)c1)NC1CC1 | 0.9 | -1.0 | -8 | 5 | 0.6 | 1.1 | 0.6 | 1 | -0.9 | 1 | 0.7
18 | O=C(CCc1ccccc1)Nc1ccccc1C(F)(F)F | 2.5 | 5.8 | 2 | -1 | -1.1 | 0.3 | 3.6 | 0 | -1.7 | 1 | -1.5

(next part)
[25] CC(Oc1ccc(F)cc1)C(=O)Nc1ccc2ccccc2c1 (stereo not given)
[26] CN(C(=O)C1CCCC1)C1CCS(=O)(=O)C1 (stereo not given)
[27] COc1ccccc1OCC(O)CN1CCN(C(=O)c2ccccc2)CC1 (stereo not given)
[28] COCCNC(=O)CCc1ccc(S(=O)(=O)Nc2ccc(C)cc2)cc1
[29] COc1ccc(-c2cc(-c3ccc(F)cc3)nc(N3CCN(C)CC3)n2)cc1
[30] Cc1ccc([N+](=O)[O-])cc1N=C(c1cccc(Br)c1)N1CCOCC1
[31] C=CCN=C1S/C(=C/c2cccc([N+](=O)[O-])c2)C(=O)N1CC=C
[32] CCOC(=O)CNC(=S)N(Cc1ccccc1F)C1CCCCC1
assay / entry	25	26	27	28	29	30	31	32
FXN GAA850 act	-3.4	-0.6	0.2	-2.3	-0.4	1.5	4.4	2.0
hgDAF12 agonist	-4.5	-0.1	-3.6	-1.9	-0.8	-0.5	-2.3	0.4
sPLA2-III inh	-12	-1	-1	2	-1	5	-3	0
SMARCA2 activ	-2	-2	5	-3	-4	-7	6	-2
proKLK7 act	-1.1	-0.3	0.1	0.0	-0.1	0.0	-0.1	-0.2
DAX1 inh-1	0.2	1.8	0.3	0.2	-0.6	-0.7	0.1	-0.4
DAX1 inh-2	0.2	0.3	0.4	0.4	-0.4	-1.1	-1.9	-1.0
GC-B act	2	2	-5	4	-10	-13	-3	-4
ssDAF-12 act	-1.2	-1.2	-1.1	-1.2	-1.0	-0.9	-2.0	-1.3
NPR1 activator	2	4	0	3	-5	-21	2	-6
hcDAF12 agonist	-2.8	-0.2	1.0	-2.1	-2.1	-2.1	-2.9	0.4

[33] COc1ccc(NC(=O)N2CCCc3ccccc32)cc1
[34] O=C(CSc1nccc(=O)[nH]1)NCc1ccc2c(c1)OCO2
[35] Cc1cccc(C(=O)NCC(=O)N2CC(=O)Nc3ccccc32)c1
[36] C=C(C)CN(CC)C(=O)CC1C(=O)NCCN1Cc1c(F)cccc1Cl (stereo not given)
[37] O=C(CSc1nnc(-c2ccc3c(c2)OCO3)n1-c1ccccc1)c1ccccc1
[38] FC(F)(F)c1cc(C(F)(F)F)n2nc(-c3sccc3-n3cccc3)cc2n1
[39] FC(F)(F)c1ccc(-c2cccc3c2C2CC3CCN2Cc2ccccc2)cc1 (stereo not given)
[40] COCCN1C=C(C(=O)OC)C(c2ccccc2C(F)(F)F)C(C(=O)OC)=C1
assay / entry	33	34	35	36	37	38	39	40
FXN GAA850 act	0.5	2.1	0.2	0.2	-0.9	-0.6	-1.0	-1.6
hgDAF12 agonist	5.5	1.3	2.9	1.3	3.3	0.8	-1.5	0.5
sPLA2-III inh	0	0	2	-4	-61	2	-2	11
SMARCA2 activ	6	0	-1	2	0	-5	-3	0
proKLK7 act	-0.1	0.4	0.0	-0.5	0.6	-0.5	0.1	-17
DAX1 inh-1	1.4	-0.7	1.1	-0.4	0.1	0.6	-0.7	-1.0
DAX1 inh-2	1.2	0.0	-0.8	-1.5	-2.3	0.7	-1.2	0.3
GC-B act	1	7	0	-1	4	-1	0	-1
ssDAF-12 act	-0.6	-0.9	-0.3	-1.3	-0.9	-1.4	-1.4	-1.0
NPR1 activator	4	0	3	-1	-4	-5	-2	0
hcDAF12 agonist	3.5	0.2	-0.6	-1.1	0.2	0.1	0.7	-0.3

Some of the entries so far, with values under each structure:
The line under a structure holds: FXN GAA850 act | hgDAF12 agonist | sPLA2-III inh | SMARCA2 activ | proKLK7 act | DAX1 inh-1 | DAX1 inh-2 | GC-B act | ssDAF-12 act | NPR1 activator | hcDAF12 agonist
13) Cc1cccc(Nc2nc(N)nc(CN3CCC(C)CC3)n2)c1C
→ 0.7 | -0.6 | -2 | 0 | -0.1 | 0.7 | 1.6 | -2 | -1.7 | 5 | 0.1
14) COc1cccc(OCc2cc(C(=O)NCCc3cccc(C)n3)no2)c1
→ 0.6 | -0.7 | -2 | -1 | -0.1 | -0.3 | 0.2 | 0 | -0.7 | 1 | -1.3
15) Cc1ccccc1NC(=O)Cc1nc(COC(=O)c2ccc(Cl)nc2)cs1
→ 1.6 | -0.1 | -20 | -3 | 0.2 | 2.0 | 2.5 | 2 | -1.1 | -3 | 1.5

2 compounds from above, showing only SMARCA2 activ, ssDAF-12 act and proKLK7 act:
| no. | Structure | SMARCA2 activ | ssDAF-12 act | proKLK7 act |
| --- | --- | --- | --- | --- |
| 37 | O=C(CSc1nnc(-c2ccc3c(c2)OCO3)n1-c1ccccc1)c1ccccc1 | 0 | -0.9 | 0.6 |
| 38 | FC(F)(F)c1cc(C(F)(F)F)n2nc(-c3sccc3-n3cccc3)cc2n1 | -5 | -1.4 | -0.5 |

High-throughput results (PubChem BioAssay)
